Assay outcomes: PubChem, several laboratories
CD11b adhes enh = CD11b/CD18-fibrinogen binding enhancement; P05107+P11215; K562 CD11b/CD18 adhesion to fibrinogen, ATPlite luminescence; activation, % at 10 µM; actives 0.07% (n = 93,000); AID 1499;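 active = 10 µM primary screen giving 50% or more activity, confirmed by 40% or more on retest at that dose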; also: strong numbers were not always called active; reference of the scale not given here
sEH act = increases human soluble epoxide hydrolase activity; activation, % at 2 µM; actives 0.04% (n = 91,000); purified human sEH enzymatic activity, activator screen; P34913; AID 717; in the data active = activation above about 37%; also: values of inactives mirror those of a sister screen read the other way
ERa SRC1 pot = ER-alpha (human) coactivator binding potentiation; P03372; TR-FRET ERalpha-LBD/SRC-Cy5 coactivator binding, 2 h; 100 = basal binding, no effect; coactivator binding (% of control), % at 25.6 µM; actives 1.3% (n = 86,000); AID 639; in the data active = activity above about 200%;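 also: binding measured in presence of low estradiol as agonist stimulus; 0% = peptide alone without receptor and 100% = receptor with peptide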
Target sequence (P03372 whole entry, looked up, the tested form may be a part): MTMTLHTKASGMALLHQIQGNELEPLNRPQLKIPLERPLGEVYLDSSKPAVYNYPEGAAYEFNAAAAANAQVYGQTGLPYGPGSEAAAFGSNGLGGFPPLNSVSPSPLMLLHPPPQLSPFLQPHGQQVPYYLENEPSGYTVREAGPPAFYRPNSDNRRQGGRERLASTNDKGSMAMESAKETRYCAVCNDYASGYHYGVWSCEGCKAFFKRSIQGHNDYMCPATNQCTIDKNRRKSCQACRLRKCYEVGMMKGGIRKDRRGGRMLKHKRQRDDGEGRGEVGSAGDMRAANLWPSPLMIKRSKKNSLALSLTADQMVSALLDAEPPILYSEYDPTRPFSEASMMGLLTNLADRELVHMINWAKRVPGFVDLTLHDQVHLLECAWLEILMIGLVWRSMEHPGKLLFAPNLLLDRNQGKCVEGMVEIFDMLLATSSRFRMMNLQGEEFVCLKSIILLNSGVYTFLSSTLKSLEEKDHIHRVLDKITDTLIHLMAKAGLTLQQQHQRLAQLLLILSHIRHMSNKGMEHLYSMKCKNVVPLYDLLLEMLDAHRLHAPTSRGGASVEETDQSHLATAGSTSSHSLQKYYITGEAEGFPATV
CD11b adhes inh = blocks human CD11b/CD18 adhesion to fibrinogen | AID 1497 | inhibition, % at 10 µM | K562 CD11b/CD18 adhesion to fibrinogen, ATPlite luminescence; Mn2+ added to activate the integrin | actives 0.54% (n = 93,000);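 active = primary inhibition of 50% or more at 10 µM, then 40% or more on retest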; also: some results filed as inactive read as strong as hits
Smad3 inh = inhibitors of human Smad3 transcription factor binding; inhibition, % at 25 µM; P84022; AID 630; actives 0.29% (n = 88,000); TR-FRET Smad3/Dy647-FoxH1 peptide binding, europium anti-His;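 active = compounds that reduce the energy-transfer binding signal between the protein and its labelled peptide by more than half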;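 also: 0% = Smad3 plus labelled peptide maximal FRET and 100% = peptide-only background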
Target sequence (P84022 whole entry, looked up): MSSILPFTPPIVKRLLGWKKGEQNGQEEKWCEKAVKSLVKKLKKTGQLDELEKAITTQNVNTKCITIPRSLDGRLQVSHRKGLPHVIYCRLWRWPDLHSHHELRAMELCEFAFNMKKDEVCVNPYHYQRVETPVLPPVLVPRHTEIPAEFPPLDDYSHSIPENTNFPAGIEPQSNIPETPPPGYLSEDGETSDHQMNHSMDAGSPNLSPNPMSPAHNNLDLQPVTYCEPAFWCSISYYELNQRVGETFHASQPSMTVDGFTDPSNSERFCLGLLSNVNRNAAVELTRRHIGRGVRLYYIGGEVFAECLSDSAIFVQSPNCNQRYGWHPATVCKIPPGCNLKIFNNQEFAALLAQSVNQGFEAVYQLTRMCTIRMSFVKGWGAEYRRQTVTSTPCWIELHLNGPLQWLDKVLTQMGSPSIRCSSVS
ERb SRC1 inh = ER-beta (human) coactivator binding inhibition; TR-FRET ER-beta LBD / SRC1-Cy5 peptide binding; receptor agonist-loaded with 1 µM estradiol; inhibition, % at 25.6 µM; actives 1.3% (n = 86,000);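 active = compounds whose percent inhibition of the receptor-coactivator binding signal exceeds about 50% in the single-dose screen, limit read from the data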;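 also: 0% = receptor plus peptide wells without compound and 100% = peptide-only wells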
sEH inh = soluble epoxide hydrolase (human) inhibition. P34913. recombinant human sEH enzymatic activity assay. inhibition, % at 2 µM. actives 0.34% (n = 91,000). AID 707; in the data active = inhibition above about 80%; also: values of inactives mirror those of a sister screen read the other way; many of its hits are not listed in these tables
Calb biofilm kill = kills Candida albicans biofilms. inhibition, % at 6 µM. C. albicans biofilm + clotrimazole, Alamar Blue. actives 0.14% (n = 85,000);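 active = inhibition above 20%; inactive = inhibition below 20%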;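 also: preformed 24 hr biofilms exposed to compound for 48 hr; 0% = biofilm without compound and 100% = blank killed by clotrimazole plus chlorhexidine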
MT1-MMP txn act = activates MT1-MMP transcription | HT1080 MT1-MMP promoter luciferase reporter, luminescence, overnight; active compounds read high | activation factor at 10 µM | actives 0.16% (n = 86,000);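 active = activation factor of at least 2 for MT1-MMP transcription at 10 µM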
The depositor's hits bear a star; [ ] = remark or other dose. Only part of the results is shown; count on the stated rates, not on these rows.

`O=C(CSCc1ccc(Cl)cc1)Nc1nccs1` gave sEH act -3, ERa SRC1 pot 103, Smad3 inh 2, ERb SRC1 inh -4, sEH inh 4, Calb biofilm kill 5 and MT1-MMP txn act 1.2.
Clc1ccc(-c2cnc3n2CCC3)cc1 was read as CD11b adhes enh -2, sEH act 11, ERa SRC1 pot 109, CD11b adhes inh -21, Smad3 inh -6, ERb SRC1 inh -7, sEH inh -11, Calb biofilm kill 11 and MT1-MMP txn act 1.5.
`COc1ccc(OC)c(NC(=O)c2cnc3n(c2=O)CCS3)c1` gave CD11b adhes enh 1, sEH act 0, ERa SRC1 pot 62[fluorescence artefact?], CD11b adhes inh 7, Smad3 inh -3[fluorescence artefact?], ERb SRC1 inh 44[fluorescence artefact?], sEH inh -2 and Calb biofilm kill 8.
O=S(=O)(c1ccccc1C(F)(F)F)N1CCN(S(=O)(=O)c2ccccc2C(F)(F)F)CC1 was read as CD11b adhes enh -1, sEH act 2, ERa SRC1 pot 114, CD11b adhes inh -10, Smad3 inh 13, ERb SRC1 inh -10, sEH inh 2, Calb biofilm kill 6 and MT1-MMP txn act 1.1.
`CCN(CC)C(=O)Cn1nnc(-c2ccc(C)o2)n1` gave CD11b adhes enh -4, sEH act 7, ERa SRC1 pot 110, CD11b adhes inh 0, Smad3 inh 1, ERb SRC1 inh 2, sEH inh -8, Calb biofilm kill 2 and MT1-MMP txn act 1.
For O=c1cc(Nc2ccc3c(c2)OCO3)[nH]c(=O)n1-c1ccc(Br)cc1 the results were sEH act 8, ERa SRC1 pot 90[fluorescence artefact?], Smad3 inh 5, ERb SRC1 inh 4, sEH inh -8, Calb biofilm kill 1 and MT1-MMP txn act 1.1.
`CCOC(=O)c1nc[nH]c1C` gave CD11b adhes enh -1, sEH act 0, CD11b adhes inh -3 and sEH inh 2.
Screening CC1CCCCC12NC(=O)N(CC(=O)Nc1sc3c(c1C(N)=O)CCC3)C2=O (stereo unspecified) returned CD11b adhes enh 4, sEH act -3, CD11b adhes inh 11 and sEH inh 3.
Screening O=C(CC1N=C2c3ccccc3N=C(SCc3ccc(F)cc3)N2C1=O)NCc1ccco1 (stereo unspecified) returned CD11b adhes enh 4, sEH act 4, ERa SRC1 pot 90, CD11b adhes inh -30, Smad3 inh 1, ERb SRC1 inh 11, sEH inh -6, Calb biofilm kill 0 and MT1-MMP txn act 1.1.
Screening O=C(NC1CCCCC1)c1ccc(COCC(F)(F)F)o1 returned CD11b adhes enh 2, sEH act -20, ERa SRC1 pot 106, CD11b adhes inh -3, Smad3 inh -5, ERb SRC1 inh -9, sEH inh 22, Calb biofilm kill 3 and MT1-MMP txn act 1.1.
Screening Cn1c(NC(=O)c2ccccc2C(F)(F)F)cc(=O)n(C)c1=O returned CD11b adhes enh -3, ERa SRC1 pot 101, CD11b adhes inh -49, Smad3 inh -4, ERb SRC1 inh 1, Calb biofilm kill -5 and MT1-MMP txn act 1.1.
`CN(C)/C=C/C(=O)c1nnn(C2CCCCC2)c1NC1CCCCC1` gave CD11b adhes enh 0, sEH act 16, CD11b adhes inh 44, sEH inh -15 and MT1-MMP txn act 1.
CCS(=O)(=O)NCCCCc1ccccc1 was read as CD11b adhes enh 0, sEH act -4, ERa SRC1 pot 123, CD11b adhes inh 1, Smad3 inh -4[fluorescence artefact?], ERb SRC1 inh -4, sEH inh 8, Calb biofilm kill 11 and MT1-MMP txn act 1.
Screening O=C(COC(=O)C1CCN(C(=O)c2ccc(Cl)cc2)CC1)c1ccco1 returned CD11b adhes enh 0, sEH act -8, ERa SRC1 pot 82[fluorescence artefact?], CD11b adhes inh 3, Smad3 inh 9, ERb SRC1 inh 5, sEH inh 8, Calb biofilm kill 4 and MT1-MMP txn act 1.
For CC(=O)ON1C(C)(C)CC(OC(=O)c2ccccc2)CC1(C)C the results were CD11b adhes enh -2, ERa SRC1 pot 112, CD11b adhes inh -4, Smad3 inh 3, ERb SRC1 inh -18, Calb biofilm kill 6 and MT1-MMP txn act 1.2.
Cc1cccc(CSc2nnc(-c3ccco3)n2C)c1 was read as CD11b adhes enh 2, sEH act 2, ERa SRC1 pot 113, CD11b adhes inh 8, Smad3 inh 9, ERb SRC1 inh -8, sEH inh -1, Calb biofilm kill 6 and MT1-MMP txn act 1.5.
Screening CS(=O)(=O)N(Cc1ccccc1)c1ccc(C(=O)N2CCN(c3cccc(Cl)c3)CC2)cc1 returned CD11b adhes enh 2, sEH act 9, ERa SRC1 pot 104, CD11b adhes inh 15, Smad3 inh 0, ERb SRC1 inh -9, sEH inh -6, Calb biofilm kill 2 and MT1-MMP txn act 1.3.
Cc1ccccc1-c1nc(CS(=O)(=O)CC(=O)N2CCc3ccccc3C2)c(C)o1 was read as CD11b adhes enh 0, sEH act 7, CD11b adhes inh -6, sEH inh -7 and MT1-MMP txn act 1.
Screening COC(=O)c1cc2ccsc2n1Cc1cc(=O)n2ccccc2n1 returned CD11b adhes enh 5, ERa SRC1 pot 110[fluorescence artefact?], CD11b adhes inh 11, Smad3 inh 3, ERb SRC1 inh 6, Calb biofilm kill 4 and MT1-MMP txn act 1.5.
For Cc1ccccc1NC(=O)/C(=C/c1ccco1)c1ccccc1 the results were CD11b adhes enh 2, sEH act -7, ERa SRC1 pot 80, CD11b adhes inh 7, Smad3 inh 1, ERb SRC1 inh -12, sEH inh 4, Calb biofilm kill 3 and MT1-MMP txn act 1.2.
Cc1oncc1-c1cn2ccccc2n1 was read as CD11b adhes enh -3, sEH act -17, ERa SRC1 pot 114, CD11b adhes inh -12, Smad3 inh -4, ERb SRC1 inh -8, sEH inh 18, Calb biofilm kill 2 and MT1-MMP txn act 1.3.
`Cc1cccc(NCc2ccccc2O)c1` gave CD11b adhes enh 5, sEH act 9, ERa SRC1 pot 101, CD11b adhes inh -18, Smad3 inh 2, ERb SRC1 inh -2, sEH inh -13, Calb biofilm kill 6 and MT1-MMP txn act 1.1.
Screening CCCCN(C(=O)Cn1nnc2ccccc21)C(C(=O)NCc1ccco1)c1ccncc1 (stereo unspecified) returned CD11b adhes enh -5, sEH act -2, ERa SRC1 pot 124, CD11b adhes inh -6, Smad3 inh 1, ERb SRC1 inh -2, sEH inh 0, Calb biofilm kill 2 and MT1-MMP txn act 1.
For O=C(CSc1nc(SCC(=O)NCc2ccccc2)n(-c2ccccc2)n1)NCc1ccccc1 the results were CD11b adhes enh -1, sEH act 8, ERa SRC1 pot 95, CD11b adhes inh 2, Smad3 inh -11, ERb SRC1 inh -7, sEH inh -10, Calb biofilm kill 6 and MT1-MMP txn act 1.1.

Reprinted from the part before: 4 entries, followed by the next part.
Cc1oncc1-c1cn2ccccc2n1 was read as CD11b adhes enh -3, sEH act -17, ERa SRC1 pot 114, CD11b adhes inh -12, Smad3 inh -4, ERb SRC1 inh -8, sEH inh 18, Calb biofilm kill 2 and MT1-MMP txn act 1.3.
`Cc1cccc(NCc2ccccc2O)c1` gave CD11b adhes enh 5, sEH act 9, ERa SRC1 pot 101, CD11b adhes inh -18, Smad3 inh 2, ERb SRC1 inh -2, sEH inh -13, Calb biofilm kill 6 and MT1-MMP txn act 1.1.
Screening CCCCN(C(=O)Cn1nnc2ccccc21)C(C(=O)NCc1ccco1)c1ccncc1 (stereo unspecified) returned CD11b adhes enh -5, sEH act -2, ERa SRC1 pot 124, CD11b adhes inh -6, Smad3 inh 1, ERb SRC1 inh -2, sEH inh 0, Calb biofilm kill 2 and MT1-MMP txn act 1.
For O=C(CSc1nc(SCC(=O)NCc2ccccc2)n(-c2ccccc2)n1)NCc1ccccc1 the results were CD11b adhes enh -1, sEH act 8, ERa SRC1 pot 95, CD11b adhes inh 2, Smad3 inh -11, ERb SRC1 inh -7, sEH inh -10, Calb biofilm kill 6 and MT1-MMP txn act 1.1.
CCN(C(=O)CN1CCN(C)CC1)c1cccc2ccccc12 was read as CD11b adhes enh -2, sEH act -1, ERa SRC1 pot 108, CD11b adhes inh 1, Smad3 inh -3, ERb SRC1 inh 0[fluorescence artefact?], sEH inh 4, Calb biofilm kill 10 and MT1-MMP txn act 1.2.
COc1ccc(N2CCN(C(=O)c3ccc(NS(=O)(=O)c4ccc(F)cc4)cc3)CC2)cc1 was read as CD11b adhes enh -2, sEH act -8, ERa SRC1 pot 118[fluorescence artefact?], CD11b adhes inh -6, Smad3 inh 8, ERb SRC1 inh 0, sEH inh 8, Calb biofilm kill -3 and MT1-MMP txn act 1.3.
For CCC(C)NC(=O)c1cc(OC)c(OC)c(OC)c1 (stereo unspecified) the results were CD11b adhes enh -7, ERa SRC1 pot 121, CD11b adhes inh -2, Smad3 inh 9, ERb SRC1 inh 6, Calb biofilm kill 5 and MT1-MMP txn act 1.6.
Screening O=C(C1=C(O)C(=O)N(Cc2ccccc2)C1c1ccco1)c1ccco1 (stereo unspecified) returned sEH act -8, ERa SRC1 pot 100, Smad3 inh 12[fluorescence artefact?], ERb SRC1 inh 9, sEH inh 8, Calb biofilm kill -2 and MT1-MMP txn act 0.9.
For CCCCCCCC(=O)N/N=C/c1ccc(Br)cc1 the results were CD11b adhes enh -2, sEH act -69, CD11b adhes inh -7 and sEH inh 69.
For c1nc2sc3c(c2c2nnnn12)CCC3 the results were CD11b adhes enh 3, sEH act -10, ERa SRC1 pot 106, CD11b adhes inh -1, Smad3 inh 3, ERb SRC1 inh 6, sEH inh 8, Calb biofilm kill 9 and MT1-MMP txn act 1.2.
For N#CC1=C(N)NC(SCC(=O)Nc2ccccc2)=C(C#N)C12CCCC2 the results were CD11b adhes enh 2, sEH act -24, CD11b adhes inh 6 and sEH inh 23.
`COc1cccc(S(=O)(=O)Nc2ccc(C(=O)N3CCN(C(=O)c4ccco4)CC3)cc2)c1` gave sEH act 5, ERa SRC1 pot 99, Smad3 inh -5, ERb SRC1 inh -13, sEH inh -1, Calb biofilm kill -2 and MT1-MMP txn act 1.2.
`CN(C)/C=C(\C=N\OCc1ccc(Cl)cc1Cl)C(=O)Nc1ccc(Cl)c(Cl)c1` gave CD11b adhes enh -14, sEH act 4, CD11b adhes inh 57 and sEH inh -6.
c1csc(Cc2nn3c(-c4n[nH]c5c4CCC5)nnc3s2)c1 was read as CD11b adhes enh 32, sEH act 10, ERa SRC1 pot 27[fluorescence artefact?], CD11b adhes inh 0, Smad3 inh 5, ERb SRC1 inh 62*, sEH inh -12, Calb biofilm kill 6 and MT1-MMP txn act 1.3.
`CCC(C)[C@H](NC(=O)NCc1ccccc1Cl)C(=O)O` (stereo partly specified) gave CD11b adhes enh 0, ERa SRC1 pot 125[fluorescence artefact?], CD11b adhes inh -8, Smad3 inh 3, ERb SRC1 inh 2[fluorescence artefact?], Calb biofilm kill 5 and MT1-MMP txn act 1.
For Cc1ccc(N2C(=O)c3n[nH]c(C)c3C2c2ccco2)cc1 (stereo unspecified) the results were CD11b adhes enh 2, sEH act -11, ERa SRC1 pot 117[fluorescence artefact?], CD11b adhes inh 24, Smad3 inh 0, ERb SRC1 inh -26, sEH inh 16, Calb biofilm kill 4 and MT1-MMP txn act 1.7.
For NCCOc1ccccc1-c1ccccc1 the results were CD11b adhes enh -2, ERa SRC1 pot 112, CD11b adhes inh -14, Smad3 inh 3, ERb SRC1 inh -10, Calb biofilm kill 6 and MT1-MMP txn act 1.1.
Screening Cc1cccc(OCc2nnc(SCC(=O)c3ccccc3)o2)c1 returned CD11b adhes enh -2, sEH act 7, ERa SRC1 pot 124, CD11b adhes inh -10, Smad3 inh -4, ERb SRC1 inh -9, sEH inh -8 and MT1-MMP txn act 1.
CCCn1c(=O)c2ccccc2n2c(SCc3cc(=O)n4ccsc4n3)nnc12 was read as sEH act 7, ERa SRC1 pot 89[fluorescence artefact?], Smad3 inh -10, ERb SRC1 inh 31, sEH inh -8, Calb biofilm kill 9 and MT1-MMP txn act 1.2.
For CCC(=O)OCc1cc2cccc(C)c2[nH]c1=O the results were CD11b adhes enh 2, ERa SRC1 pot 128, CD11b adhes inh -5, Smad3 inh 7, ERb SRC1 inh -6[fluorescence artefact?], Calb biofilm kill 8 and MT1-MMP txn act 1.
